M1 ag parental: M1 agonist counterscreen hit in parental CHO-K1 cells; 360,000 compounds, 0.48% hits; AID 602248; activation, % at 3 µM; Fluo-8 calcium fluorescence; scaled to maximal ATP response, vehicle zero; in the data active = activation above about 15%;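 also: untransfected CHO-K1 host cells lacking M1 receptor as counterscreen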
TAAR1 antag: antagonists of human TAAR1 | inhibition, % at 3 µM | 360,000 compounds, 1.5% hits | CHO RD-HGA16 TAAR1, Fluo-8 calcium fluorescence, antagonist;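 active = inhibition above a per-plate cutoff, the mean inhibition of test compounds on that plate plus 3 SD, cut at about 49% in these data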;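 also: 0% = DMSO plus EC80 beta-PEA response and 100% = DMSO alone without agonist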
Target sequence (Q96RJ0 whole entry, looked up): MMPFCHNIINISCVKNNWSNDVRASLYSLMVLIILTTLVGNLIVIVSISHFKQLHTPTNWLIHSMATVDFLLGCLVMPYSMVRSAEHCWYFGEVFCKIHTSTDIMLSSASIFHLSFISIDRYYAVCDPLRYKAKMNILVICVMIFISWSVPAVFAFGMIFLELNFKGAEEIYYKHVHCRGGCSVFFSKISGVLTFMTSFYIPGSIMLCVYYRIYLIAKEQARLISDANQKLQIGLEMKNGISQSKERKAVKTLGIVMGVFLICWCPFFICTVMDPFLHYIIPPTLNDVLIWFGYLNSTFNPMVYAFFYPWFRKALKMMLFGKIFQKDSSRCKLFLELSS
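Assay system: RD-HGA16 CHO cells with stable hTAAR1 and Gα16 / Reagent: EC80 β-phenethylamine stimulus / Doses: 3 µM, single point / Timing: dye loading 75 min at 37 °C, then 30 min room temperature / Measured by: Fluo-8 intracellular calcium dye fluorescence, real-time kinetic reads / Controls: vehicle wells and EC80 agonist wells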
CHO parental Ca: counter-screen for OX1R antagonists: effect in parental CHO cells | inhibition, % at 5.6 µM | AID 463079 | parental CHO-K1, ATP-induced calcium, Fluo-8 fluorescence | 330,000 compounds, 0.63% hits;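 active = inhibition above that plate's mean sample inhibition plus 3 SD, cut at about 26% in these data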;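 also: 0% = ATP-challenged DMSO wells and 100% = DMSO wells without ATP; some compounds past the cut are filed as inactive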
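test system = CHO parental line | reagent = ATP stimulus | measured by = intracellular calcium via Fluo-8 no-wash fluorescent dye | control set = ATP and no-ATP DMSO wells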
M1 ag: human M1 muscarinic receptor agonism; 360,000 compounds, 0.33% hits; activation, % at 3 µM; AID 588814; P11229; CHO-K1 hM1, Fluo-8 calcium fluorescence, agonist mode; 0% DMSO, 100% acetylcholine EC100;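 active = activation above the run's mean compound activation plus 3 SD, cut at about 16% in these data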;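 also: peak over basal fluorescence ratio within a 140 s kinetic read after compound addition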
Target sequence (P11229 whole entry, looked up): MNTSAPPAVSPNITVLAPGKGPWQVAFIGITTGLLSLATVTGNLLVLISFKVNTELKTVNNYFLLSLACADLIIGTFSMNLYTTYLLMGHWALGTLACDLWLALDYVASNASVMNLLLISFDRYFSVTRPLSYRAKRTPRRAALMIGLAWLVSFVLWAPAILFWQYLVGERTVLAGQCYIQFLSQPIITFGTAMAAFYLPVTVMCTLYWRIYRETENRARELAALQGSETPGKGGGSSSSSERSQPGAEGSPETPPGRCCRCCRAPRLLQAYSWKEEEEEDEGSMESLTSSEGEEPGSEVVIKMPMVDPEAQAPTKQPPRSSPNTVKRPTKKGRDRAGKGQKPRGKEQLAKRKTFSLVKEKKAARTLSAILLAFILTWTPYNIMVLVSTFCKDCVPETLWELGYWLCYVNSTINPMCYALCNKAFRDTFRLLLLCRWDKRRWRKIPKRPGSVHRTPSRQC
M1 PAM parental: M1 PAM counterscreen hit in parental CHO-K1 cells; ATP EC20, Fluo-8 calcium fluorescence; 0% at ATP EC20, 100% at ATP max; activation, % at 3 µM; 360,000 compounds, 0.02% hits;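 active = activation above the run cutoff, the mean activation of all test compounds plus 3 SD, cut at about 40% in these data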;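 also: peak over basal fluorescence ratio in a 140 s read after ATP addition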
TAAR1 agonist: human TAAR1 agonism. 360,000 compounds, 0.99% hits. Q96RJ0. activation, % at 3 µM. CHO RD-HGA16 TAAR1, Fluo-8 calcium fluorescence; vehicle wells 0%, saturating PEA agonist 100%;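 active = activation above the mean activation of all test compounds in the run plus 3 SD, cut at about 38% in these data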
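Assay system – CHO-derived RD-HGA16 cells with stable Gα16 and human TAAR1 · Compound dosing – one-point dosing at 3 µM (nominal) · Incubation – 17-24 h seeding, 75 min 37 °C dye, 30 min RT · Measured by – kinetic Fluo-8 calcium fluorescence · Control set – DMSO vehicle as 0%, PEA at EC100 as 100% · Repeats – single well for each compound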
CHO-K1 Ca antag: nonselective inhibitor or artifact in parental CHO-K1 cells; ATP-induced calcium, Fluo-8 fluorescence; inhibition, % at 3 µM; 360,000 compounds, 0.6% hits;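 active = inhibition above a per-plate cutoff, the plate's mean sample inhibition plus 3 SD, cut at about 24% in these data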;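 also: 0% = DMSO plus EC80 ATP and 100% = DMSO alone without ATP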
CHRM1 PAM: positive allosteric modulators of human M1 muscarinic receptor. CHO-K1 hM1, Fluo-8 calcium fluorescence, ACh EC20; 0% = ACh EC20, 100% = maximal ACh. activation, % at 3 µM. 360,000 compounds, 0.088% hits; in the data active = activation above about 19%, passing the limit was not always enough
CHRM1 antagonist: antagonists of human M1 muscarinic receptor; P11229; CHO-K1 hM1, Fluo-8 calcium fluorescence, ACh EC80 antagonist; inhibition, % at 3 µM; 360,000 compounds, 1.3% hits;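 active = percent inhibition above its own plate's cutoff, namely the mean of that plate's compound wells plus 3 SD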;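 also: peak over basal fluorescence ratio during 140 s after agonist addition; 0% = ACh EC80 plus DMSO and 100% = DMSO alone without agonist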
Active calls of the source: *; nt = not tested or not shown.

Every second line gives: M1 ag parental | TAAR1 antag | CHO parental Ca | M1 ag | M1 PAM parental | TAAR1 agonist | CHO-K1 Ca antag | CHRM1 PAM | CHRM1 antagonist
CCOC(=O)C(=O)N(C)c1c(CC)nc2c(OCc3ccccc3C)cccn12
 : 0.4 | -9 | nt | -9 | 18 | 0 | -15 | 14 | -22
COc1ccc(-c2[nH]ncc2CN(Cc2nccn2C)C(C)C)c(F)c1
 : 0.1 | 12 | -12 | -9 | -10 | 3 | 5 | -4 | 4
CCOc1cc(N2CCOCC2)c(OCC)cc1NC(=O)C1CC(=O)N(c2ccccc2OCC)C1 (stereo not given)
 : 0.3 | 1 | -27 | -3 | 8 | 0 | -11 | 7 | -1
CC1CCCCC1NC(=O)CCNS(=O)(=O)c1ccc(Cl)cc1 (stereo not given)
 : 0.9 | -13 | -18 | -4 | -14 | 0 | -3 | -8 | 8
Cc1n[nH]c(=O)c2c(NC(=O)CSc3nncn3C(C)C)oc(C)c12
 : 0.5 | -16 | -4 | 1 | 1 | 15 | -19 | 0 | 6
C[C@H](CO)N1C[C@H](C)[C@@H](CN(C)S(=O)(=O)c2ccccc2)Oc2c(NS(=O)(=O)c3ccc(F)cc3)cccc2C1=O
 : 0.2 | 10 | -27 | -3 | 1 | 7 | -13 | 6 | -6
O=C(Nc1ccc(S(=O)(=O)N2CCCCCC2)cc1)c1c(F)cccc1F
 : 2.3 | -12 | 12 | 0 | 16 | -2 | -6 | 19 | -7
Cc1cccc(N(Cc2ccccc2)C(=O)c2ccccc2F)c1
 : -1.4 | -10 | -25 | -7 | 15 | 2 | -13 | 9 | -10
CCO[C@H]1OC(C(=O)N2CCN(C)CC2)=C[C@@H](c2ccc(Br)cc2)[C@@H]1CCCO
 : 0.7 | -17 | -18 | -3 | 13 | 1 | -16 | 9 | -5
Cc1ccc(C)c(N2CCN(S(=O)(=O)c3ccc(-c4ccc(=O)[nH]n4)o3)CC2)c1
 : 5.9 | 13 | -10 | 3 | -7 | 0 | 3 | -8 | 9
CN(C)C(=S)NC(=O)C(c1ccccc1)c1ccccc1
 : -0.6 | 0 | -23 | -3 | -7 | 15 | 12 | -9 | 11
CCOC(=O)c1c(-c2ccc(OC)cc2)csc1NC(=O)COc1ccc2c(C)cc(=O)oc2c1
 : 0.8 | 10 | -6 | -4 | 15 | 6 | -2 | 15 | -11
COc1ccc(CCN2C(=O)CC(NNC(=O)c3ccc(F)cc3)C2=O)cc1OC (stereo not given)
 : 0.6 | 9 | -17 | -2 | 13 | 8 | -10 | 5 | -5
O=C(C1CCC1)N1CCN(S(=O)(=O)c2ccc(Br)cc2Cl)CC1
 : 2.5 | -15 | -8 | -1 | 4 | 0 | 5 | -4 | 5
CC(O)[C@H](NC(=O)C1(c2ccccc2)CCN(C(=O)OC(C)(C)C)CC1)C(=O)O (stereo not given in full)
 : 0.9 | -2 | -6 | -2 | 17 | 12 | -11 | 8 | -15
CCCOc1ccc(CCC(=O)N/N=C/c2ccc([N+](=O)[O-])o2)cc1
 : 3.0 | 2 | -14 | -2 | 6 | 4 | -8 | 1 | -7
COC(=O)c1ccc(O)c(Sc2cc(C(=O)OC)ccc2O)c1
 : 2.8 | 3 | 14 | 2 | 9 | 7 | -3 | 0 | -7
COC(=O)C(C)(C(=O)OC)c1ccc(C(F)(F)F)cc1[N+](=O)[O-]
 : 1.0 | -13 | 3 | -3 | -2 | -1 | -7 | 12 | -4
Cc1cc(C)c(C)c(S(=O)(=O)NNC(=O)c2cccc(S(=O)(=O)N3CCOCC3)c2)c1C
 : 0.8 | -7 | -12 | -12 | 18 | 6 | -5 | 10 | -4
O=C(NNC1=NCCN1Cc1ccccc1)c1cccc(C(F)(F)F)c1
 : 1.6 | -12 | -15 | -3 | 20 | 1 | -13 | 10 | -14
Cc1nn(-c2ccccc2)c(Cl)c1/C=N\NC(=O)c1cncc(Br)c1
 : -0.1 | 3 | -11 | -4 | -7 | 0 | -4 | 9 | -9
C(=N\c1nccs1)/c1c[nH]c2ccccc12
 : 0.1 | -4 | 10 | -2 | 12 | 6 | -2 | -1 | -5
CC(C)CC(NC(=O)c1cccs1)c1nnc(SCc2ccc(Cl)c(Cl)c2)n1C (stereo not given)
 : 2.0 | 9 | -32 | -7 | 18 | 3 | -9 | -2 | -4
Cc1c(NC(=O)COC(=O)c2ncc(Cl)c(Cl)c2Cl)c(=O)n(-c2ccccc2)n1C
 : 0.2 | -16 | -4 | -7 | 8 | -1 | -11 | 5 | -13
C=CCc1cc(C)cc(C)c1OCCn1cncn1
 : 0.3 | -12 | -15 | -2 | 9 | 12 | -7 | 7 | -7
CCCC(=O)Nn1cnc2c(c1=O)C1(CCCC1)Cc1ccccc1-2
 : -0.3 | 4 | -8 | -3 | 13 | -1 | -13 | 4 | -4
O=C(NCCCN1CCN(c2ccc(F)cc2)CC1)c1cccc(N2CCCC2=O)c1
 : -0.5 | 20 | -10 | -5 | -4 | -1 | 6 | 11 | -9
C=CCSC1=Nc2sccc2C2=NC(=O)CN12
 : 0.3 | 5 | -14 | -4 | 6 | 1 | -8 | 2 | -3
CCOCCn1c(COc2ccccc2)nc2ccccc21
 : 0.5 | -12 | -26 | -3 | 7 | -5 | -2 | 5 | -3
CCOc1ccccc1N1CCN(C(=O)c2ccc(NS(=O)(=O)c3ccc4[nH]c(=O)[nH]c4c3)cc2)CC1
 : -0.5 | 12 | 5 | -4 | 11 | 0 | 16 | 1 | 8

4 of these compounds in another layout.
> Cc1n[nH]c(=O)c2c(NC(=O)CSc3nncn3C(C)C)oc(C)c12
  M1 ag parental = 0.5
  TAAR1 antag = -16
  CHO parental Ca = -4
  M1 ag = 1
  M1 PAM parental = 1
  TAAR1 agonist = 15
  CHO-K1 Ca antag = -19
  CHRM1 PAM = 0
  CHRM1 antagonist = 6

> C[C@H](CO)N1C[C@H](C)[C@@H](CN(C)S(=O)(=O)c2ccccc2)Oc2c(NS(=O)(=O)c3ccc(F)cc3)cccc2C1=O
  M1 ag parental = 0.2
  TAAR1 antag = 10
  CHO parental Ca = -27
  M1 ag = -3
  M1 PAM parental = 1
  TAAR1 agonist = 7
  CHO-K1 Ca antag = -13
  CHRM1 PAM = 6
  CHRM1 antagonist = -6

> O=C(Nc1ccc(S(=O)(=O)N2CCCCCC2)cc1)c1c(F)cccc1F
  M1 ag parental = 2.3
  TAAR1 antag = -12
  CHO parental Ca = 12
  M1 ag = 0
  M1 PAM parental = 16
  TAAR1 agonist = -2
  CHO-K1 Ca antag = -6
  CHRM1 PAM = 19
  CHRM1 antagonist = -7

> Cc1cccc(N(Cc2ccccc2)C(=O)c2ccccc2F)c1
  M1 ag parental = -1.4
  TAAR1 antag = -10
  CHO parental Ca = -25
  M1 ag = -7
  M1 PAM parental = 15
  TAAR1 agonist = 2
  CHO-K1 Ca antag = -13
  CHRM1 PAM = 9
  CHRM1 antagonist = -10

Grouped by structure: the compounds so far with a CF3 group.
Every second line gives: M1 ag parental | TAAR1 antag | CHO parental Ca | M1 ag | M1 PAM parental | TAAR1 agonist | CHO-K1 Ca antag | CHRM1 PAM | CHRM1 antagonist
COC(=O)C(C)(C(=O)OC)c1ccc(C(F)(F)F)cc1[N+](=O)[O-]
 : 1.0 | -13 | 3 | -3 | -2 | -1 | -7 | 12 | -4
O=C(NNC1=NCCN1Cc1ccccc1)c1cccc(C(F)(F)F)c1
 : 1.6 | -12 | -15 | -3 | 20 | 1 | -13 | 10 | -14

Next compounds
SMILES,M1 ag parental,TAAR1 antag,CHO parental Ca,M1 ag,M1 PAM parental,TAAR1 agonist,CHO-K1 Ca antag,CHRM1 PAM,CHRM1 antagonist
N#Cc1c(-c2ccc(Cl)cc2)c(-c2ccc(Cl)cc2)nn(CCOC(=O)CCC(=O)O)c1=O,0.5,11,nt,-3,9,2,-5,3,-17
NC(=O)c1sc2nc(-c3ccccc3)c3c(c2c1N)CCCC3,0.0,12,-16,-4,-2,8,-9,-1,13
COc1ccc2[nH]c(=O)c(CN(c3ccc(C)c(C)c3)S(C)(=O)=O)cc2c1,0.4,2,-43,-1,5,9,-6,3,-3
COC(=O)c1ccc(OCC(=O)NCCC2=CCCCC2)c(OC)c1,0.8,-5,-18,-4,0,17,-5,-2,5
CN(CC(=O)Nc1cccc(F)c1)C(=O)c1cc(S(=O)(=O)N2CCCCC2)ccc1N1CCOCC1,0.9,0,-26,-4,12,0,-2,16,0
COc1ccc(-c2sc3ccccc3c2C#CCCO)cc1,0.8,19,-10,-4,11,-2,-9,7,0
Cc1cccc(C)c1OCC(O)CNC(C)C (stereo not given),0.6,-3,-25,-3,10,11,1,3,4
COc1ccc(C(=O)O)cc1NC(=S)NC(=O)CSc1ccc(Cl)cc1,0.1,-3,-2,2,-7,3,-6,4,1
Cc1cccc(-n2c(SCc3cc(=O)n4ccsc4n3)nc3ccccc32)c1,0.5,-3,-23,-4,6,9,0,-1,3
COc1cc(OC)cc(OC2(C)CCN(Cc3ccc(OC(C)C)cc3)C2)c1 (stereo not given),4.8,-15,nt,-4,14,2,-3,-13,10
CCOC(=O)Nc1ccc(C(=O)NCC2CCCO2)cc1 (stereo not given),0.0,8,-5,-4,11,1,-2,-1,5
Cc1cc(/C=C(\C#N)C(=O)Nc2ccc(F)cc2)c(C)n1-c1ccc(N2CCOCC2)c([N+](=O)[O-])c1,0.9,21,-7,-2,16,69*,-8,10,-8
CCN(CC)CCOc1ccc(Br)cc1,0.2,9,1,-9,6,-2,-4,0,-3
COc1ccccc1-n1cnc2cc(NS(=O)(=O)c3ccccc3)ccc21,6.3,30,20,6,19,8,-7,-4,-6
Cc1ccc(C2(C)NC(=O)N(Cc3c(C)noc3C)C2=O)cc1 (stereo not given),1.6,7,5,-1,8,9,-5,3,-4
Cc1ccc(-c2nnc(SCC(=O)Nc3ccc4c(c3)oc3ccccc34)n2C)c(Cl)c1,0.1,-3,-6,-2,-2,5,1,1,3
CN(CC12CC3CC(CC(C3)C1)C2)C(=O)c1ccco1,0.8,-40,-17,-3,20,0,-10,17,-21
CC(=O)OC[C@]1(OC(C)=O)C[C@@]23CC[C@H]4[C@@](C)(CCC[C@@]4(C)C(=O)O)[C@@H]2CC[C@@H]1C3,1.0,6,3,-3,13,1,-9,5,-8
O=C(CSc1nc2[nH]ncc2c(=O)n1-c1ccccc1Br)NCc1ccccc1Cl,0.6,9,-18,6,-10,21,0,-2,16
Cc1nnc(NC(=O)CSc2ncnc3c2cnn3-c2ccccc2C)s1,-0.2,2,0,4,9,2,-20,21,-40
COCCNC(=S)N/N=C(\C)c1ccccc1OC,0.0,-10,-11,-7,1,0,10,4,2
Cc1ccc(NC(=O)c2ncn(CC(=O)N3CCN(c4ccccn4)CC3)n2)cc1C,0.4,-25,-14,-2,-7,6,-1,3,-8
CCn1c(SCC(=O)N2CCCC2)nc2c(c1=O)SCC2,-0.4,-41,-8,-3,8,-1,-4,9,-14
N#CC1=C(N)OC2=C(CCc3ccccc32)C1c1ccccc1Cl (stereo not given),0.1,-4,0,-9,13,-1,-10,-22,44*
